Compound activity: PubChem BioAssay, Sanford-Burnham Center for Chemical Genomics
APJ antagonist: antagonists of human apelin receptor APJ, primary screen, CHO-K1 cells, beta-arrestin complementation, luminescence; P35414; 0.32% of 330,000 active; inhibition, % at 20 µM;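 active means inhibition above about 40% at 20 µM, limit read from the data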;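 further: cells challenged with 10 nM apelin-13 agonist together with compound; plate controls were apelin-13 plus DMSO wells for no effect and DMSO wells lacking apelin-13 for full effect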
UPR XBP1 act: activators of adaptive XBP1 UPR arm, primary screen, cell-based, CHO-XBP1 luciferase reporter, luminescence, uHTS; IRE1-XBP1 UPR activation; percent of tunicamycin response, DMSO as zero; activation, % at 20 µM; 0.33% of 330,000 active; AID 463104, 2010;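 active means versus positive control, 20 µM dose yields 30% or more activation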;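 further: 100% = tunicamycin at 10 µg/mL and 0% = DMSO only wells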
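Material: CHO-XBP1 cells stably carrying IRE1-XBP1-driven luciferase reporter | Medium: F12 with 10% serum | Compound dosing: 20 µM single concentration, DMSO 1% | Incubation: Overnight seeding at 37 °C, 6 h compound treatment at 37 °C | Detection: Steady-Glo luminescence read | Read-out basis: % activation of reporter signal versus tunicamycin and DMSO controls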
Mdm2 MdmX PPI: inhibitors of human Mdm2-MdmX association, primary screen, cell-based, luminescence, split luciferase, SaOS-2, uHTS | SaOS-2 split-luciferase Mdm2/MdmX complementation | inhibition, % at 8 µM | AID 485346, 2010 | 3% of 330,000 active | Protein Mdm4 (Homo sapiens) + E3 ubiquitin-protein ligase Mdm2 (Homo sapiens), …;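 active means inhibition of at least 50% at 8 µM in the primary screen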
Target sequence (O15151 whole entry, looked up): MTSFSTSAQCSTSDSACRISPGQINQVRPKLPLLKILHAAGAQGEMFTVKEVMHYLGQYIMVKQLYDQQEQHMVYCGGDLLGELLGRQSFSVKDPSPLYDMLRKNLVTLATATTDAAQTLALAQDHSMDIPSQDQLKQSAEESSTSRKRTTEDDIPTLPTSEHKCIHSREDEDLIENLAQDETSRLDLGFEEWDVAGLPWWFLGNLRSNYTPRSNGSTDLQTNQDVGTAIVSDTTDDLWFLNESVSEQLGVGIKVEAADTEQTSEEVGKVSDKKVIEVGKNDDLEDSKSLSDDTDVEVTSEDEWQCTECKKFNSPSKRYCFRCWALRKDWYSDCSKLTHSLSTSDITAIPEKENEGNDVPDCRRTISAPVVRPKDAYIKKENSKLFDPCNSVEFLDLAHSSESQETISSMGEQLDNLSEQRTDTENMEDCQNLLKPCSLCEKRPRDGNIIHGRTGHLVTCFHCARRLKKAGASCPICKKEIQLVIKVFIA
Target sequence (Q00987 whole entry, looked up): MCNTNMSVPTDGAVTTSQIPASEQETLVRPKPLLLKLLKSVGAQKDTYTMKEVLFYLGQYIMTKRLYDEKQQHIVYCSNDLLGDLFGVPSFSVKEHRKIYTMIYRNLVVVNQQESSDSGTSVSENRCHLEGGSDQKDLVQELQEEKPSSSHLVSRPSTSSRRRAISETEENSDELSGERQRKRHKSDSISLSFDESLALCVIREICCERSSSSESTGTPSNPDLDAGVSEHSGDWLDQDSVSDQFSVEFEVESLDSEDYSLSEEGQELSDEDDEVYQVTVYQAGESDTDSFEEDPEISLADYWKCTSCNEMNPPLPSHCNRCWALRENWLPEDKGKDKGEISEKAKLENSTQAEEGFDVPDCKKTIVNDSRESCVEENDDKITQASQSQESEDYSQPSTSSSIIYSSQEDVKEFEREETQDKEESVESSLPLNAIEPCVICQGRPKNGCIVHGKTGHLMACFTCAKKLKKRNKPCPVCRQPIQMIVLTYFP
APJ ag: agonists of human apelin receptor APJ, primary screen, CHO-K1 cells, PathHunter beta-arrestin, luminescence | P35414 | 0.11% of 330,000 active | activation, % at 20 µM | 0% DMSO wells, 100% apelin;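 active means activation more than six SD over the plate average, tested at 20 µM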;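 further: 0% = DMSO alone and 100% = apelin-13 at 10 nM; some results filed as inactive read as strong as hits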
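Test system: CHO-K1 APJ beta-arrestin complementation cell line. Amount: cell density 1000 per well. Controls: DMSO negative, 10 nM Apelin-13 positive. Signal: luminescent beta-gal fragment complementation, chemiluminescent substrate. Read-out basis: agonist-driven arrestin binding to APJ. Timing: compound stimulation 90 min at 25 °C, detection 60 min.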
697 NFkB inh: inhibitors of PMA/ionomycin-induced NF-kB reporter, 697 cells, primary screen, B-cell NF-kB inhibitor project, cell-based, luminescence, uHTS | inhibition, % at 4 µM | 0.33% of 330,000 active | 697 B-cell NF-kB luciferase reporter, 16 h; in the data active means inhibition above about 35%
Jurkat NFkB inh: inhibitors of induced NF-kB luciferase reporter, primary screen, TCR NF-kB activation inhibitor project, cell-based, luminescence, uHTS; Jurkat, PMA/ionomycin-induced NF-kB luciferase reporter; inhibition, % at 4 µM; 0.53% of 330,000 active; AID 435003, 2010; in the data active means inhibition above about 50%
CHOP UPR activ: activators of apoptotic CHOP UPR arm, primary screen, cell-based, CHO-CHOP luciferase reporter, luminescence, uHTS; activation, % at 10 µM; 0.34% of 330,000 active; UPR activation; percent of tunicamycin response over DMSO baseline;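 active means at 10 µM dose, activation of 40% or more, normalized to positive control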;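 further: 100% = tunicamycin at 10 µg/mL and 0% = DMSO alone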
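Evaluation: % reporter activation, DMSO baseline versus tunicamycin full activation; System: CHO-CHOP luciferase reporter cell line; Input: 500 cells/well; Incubation: 6 h compound treatment, 37 °C; Measured by: Steady-Glo luciferase luminescence; Dosing: one dose, 10 µM in 0.5% DMSO; Buffer or medium: F12 medium, 10% FBS; Benchmarks: positive tunicamycin 10 µg/mL, negative DMSO alone.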
tim23-1 inh: growth inhibitors of tim23-1 mutant yeast, primary screen, luminescence, uHTS; AID 463212, 2010; inhibition, % at 20 µM; S. cerevisiae tim23-1 growth, BacTiter-Glo luminescence, 24 h; 1.3% of 330,000 active;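 active means growth inhibition of the mutant yeast at or above 50%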;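 further: temperature-sensitive mutant grown at 25 °C; plate controls were DMSO-treated mutant yeast for no effect and medium wells lacking yeast for full effect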
* = called active by the depositor.

SMILES	APJ antagonist	UPR XBP1 act	Mdm2 MdmX PPI	APJ ag	697 NFkB inh	Jurkat NFkB inh	CHOP UPR activ	tim23-1 inh
Cc1ccc(N=C(NO)c2cnccc2C(F)(F)F)c(C)c1	8	-5	3	0	9	8	0.6	13
CC(=O)Nc1cccc(C(=O)OCc2ccccc2)c1	-30	3	-37	2	-30	-14	0.5	13
CCc1c(C)nc(SCC(=O)c2cccs2)c(C#N)c1C	12	8	-102	2	-128	-120	5.2	30
COc1ccc(/C=C2\CCCCC2=O)cc1	9	-3	-4	-2	-33	-6	1.1	10
CC(C)c1cc(=O)[nH]c(N2CCN(Cc3ccc4c(c3)OCO4)CC2)n1	-16	-5	17	2	5	8	-1.2	-7
CSc1ncccc1C(=O)OCC(=O)Nc1ccc(C)c(S(=O)(=O)N2CCOCC2)c1	-3	-3	13	4	10	14	-1.1	12
O=C1CC(Cc2ccccc2)C(=O)N1c1ncccn1 (stereo not drawn)	-3	2	-23	-3	6	6	-0.7	5
COc1ccc2[nH]c(C)c(CCNC(=S)Nc3ccccc3OC)c2c1	-10	0	-1	0	-6	-1	-1.0	24
COCCNC(=O)CC(c1ccccc1)c1ccccc1	6	1	-3	-3	8	5	-3.1	-1
CCN(c1ccccc1)S(=O)(=O)c1ccc(OC)c(NC(=O)c2cc(F)c(F)c(F)c2F)c1	-9	-3	6	-1	18	-9	-1.2	-2
O=C(Nc1ccc(CN2CCOCC2)cc1)c1ccc2ccccc2c1	-10	-5	-76	-2	-137	-137	4.3	-4
COc1cc(NC(=O)c2cccc(Cl)c2)c(OC)cc1NC(=O)CN1CCOCC1	-4	-1	14	3	-5	-12	7.9	30
Cc1cnc(NC(=O)Cc2c[nH]c3ccccc23)s1	7	2	-17	-1	-3	-12	0.6	27
Cn1c(SCc2ccccc2)nnc1C1CCCNC1 (stereo not drawn)	-4	1	-18	-9	4	8	-1.0	2
Clc1ccccc1C1Nc2cccc3cccc(c23)N1	-16	-5	16	6	-36	-10	1.0	35
FC(F)Oc1ccc(NC(=S)NC2CCCCCCC2)cc1	-1	7	-18	5	-51	-40	5.7	35
N/C(=N\OC(=O)c1ccccc1)c1ccn[nH]1	-11	-9	-3	12	-84	-93	0.6	12
CCCNCC(=O)Nc1cccc(S(=O)(=O)NC2=NCCCCC2)c1	-10	2	11	-2	3	0	1.0	3
Cc1ccccc1NC(=O)c1ccccn1	2	-1	11	0	-11	-7	0.7	-10
O=C(NCc1nnc(SCC(=O)N2CCc3ccccc32)o1)c1cccs1	2	-1	-3	-3	9	-3	-4.2	11
O=C(O)c1ccccc1C(=O)c1ccc(N2CCCC2)c([N+](=O)[O-])c1	18	-4	24	-5	0	4	0.2	4
O=C(NCC1CCCN(Cc2cccc(F)c2)C1)c1cccc2ccccc12 (stereo not drawn)	-16	-5	-19	-1	1	10	-1.6	17
O=C(CC(NCCc1ccccc1)C(=O)O)Nc1ccc(O)cc1 (stereo not drawn)	0	3	15	-4	6	-5	-1.6	-7
COc1ccccc1NC(=O)CSc1nnc(Cn2cnc3ccccc32)n1C	-10	2	-7	-1	-5	-18	-2.7	11
O=C(CSc1nnc(-c2cccs2)o1)NCc1ccco1	9	-2	4	-1	-20	-6	0.6	-2

The closing five entries of the part above are carried over, then new ones follow:
SMILES	APJ antagonist	UPR XBP1 act	Mdm2 MdmX PPI	APJ ag	697 NFkB inh	Jurkat NFkB inh	CHOP UPR activ	tim23-1 inh
O=C(O)c1ccccc1C(=O)c1ccc(N2CCCC2)c([N+](=O)[O-])c1	18	-4	24	-5	0	4	0.2	4
O=C(NCC1CCCN(Cc2cccc(F)c2)C1)c1cccc2ccccc12 (stereo not drawn)	-16	-5	-19	-1	1	10	-1.6	17
O=C(CC(NCCc1ccccc1)C(=O)O)Nc1ccc(O)cc1 (stereo not drawn)	0	3	15	-4	6	-5	-1.6	-7
COc1ccccc1NC(=O)CSc1nnc(Cn2cnc3ccccc32)n1C	-10	2	-7	-1	-5	-18	-2.7	11
O=C(CSc1nnc(-c2cccs2)o1)NCc1ccco1	9	-2	4	-1	-20	-6	0.6	-2
CCc1ccccc1N1C[C@@]23C=C[C@@H](O2)C(C(=O)OCC(C)C)[C@H]3C1=O (stereo partly drawn)	18	-5	-4	-2	-2	4	-1.6	12
CCN1CCc2c(sc(NC(=O)c3ccc(S(=O)(=O)N4CCCCCC4)cc3)c2C(=O)NC)C1	32	6	16	-2	-14	-18	-0.2	5
CC(=O)OCC1=C(C(=O)O)N2C(=O)[C@@H](NC(=O)CSc3ccncc3)[C@H]2SC1	15	0	7	1	0	-21	0.0	4
CCC(C)N(C(=O)Cn1nnc(-c2ccc(F)cc2)n1)C1CCS(=O)(=O)C1 (stereo not drawn)	12	-3	-7	-1	-2	5	6.1	-2
O=C1CC(N2CCN(Cc3ccccc3)CC2)C(=O)N1c1ccc2c(c1)OCCO2 (stereo not drawn)	0	-1	-9	-4	-28	5	0.1	8
COc1ccc(N2CCN(C(=O)c3cc4c(-c5ccc(Cl)cc5)nn(C)c4s3)CC2)cc1	12	-3	20	-4	-10	3	1.5	15
CN(C)CCNC(=O)Cc1ncc(C(F)(F)F)cc1Cl	-8	-2	-23	-2	30	13	-0.1	19
O=C(c1ccccc1)c1nn(-c2cccc(Cl)c2)c2nc(-c3ccccc3)cc(=O)n12	4	3	45	0	9	-8	0.5	-10
CCOCCCNC(=O)C1CCN(S(=O)(=O)c2ccc(C)cc2)CC1	7	-1	9	-5	14	4	-2.7	5
N#CCCn1cc(C(=O)N2CCOCC2)c(-c2ccc3c(c2)OCCO3)n1	-32	-1	22	-2	10	-1	6.8	12
O=C(NC(Cc1ccccc1)C(=O)O)c1ccco1 (stereo not drawn)	-1	1	8	0	2	-26	-1.3	13
COc1ccc(CCN(CC(=O)NCc2ccc(F)cc2)C(=O)c2snc(C(N)=O)c2N)cc1OC	0	-4	24	-1	17	11	0.3	-6
O=C1N(Cc2cccc(Cl)c2)C[C@@H]2C[C@@H](c3ccco3)N3CCC[C@@]123	-4	-1	17	-4	17	7	-1.0	3
Cc1nnsc1C(=O)NNS(=O)(=O)c1ccccc1	0	1	-16	2	7	2	-1.1	11
O=C(/C=C/c1ccco1)OCC(=O)c1ccc(OC(F)F)cc1	8	1	12	-4	0	16	1.3	29
O=C(NC1CCCCC1)C(c1ccncc1)N(C(=O)Cc1cccs1)c1ccccc1 (stereo not drawn)	4	-3	2	-2	9	1	-0.6	-10
COc1cc(NC(=O)c2cc(OC)c(OC)c(OC)c2)cc(-n2cnnn2)c1	-1	-7	21	-1	16	-1	1.2	9
CC(C)CCNC(=O)CCS(=O)(=O)c1cccc2nonc12	-15	-3	-3	12	-17	0	0.0	18
O=C(c1cccc([N+](=O)[O-])c1)c1ccc2[nH]c(=O)[nH]c2c1	-16	-2	10	0	6	-2	-1.2	-16
CN(C)c1nc(N)nc(-c2cccnc2)n1	7	1	-22	4	-18	-12	-0.7	-9
C[C@@H](OC(=O)c1[nH]cnc1C(=O)N1CCN(C(=O)OC(C)(C)C)CC1)c1ccccc1	5	-1	-13	4	8	2	1.3	16
CCOc1ccc(NC(=O)COC(=O)c2cc(=O)c3ccccc3o2)cc1	0	0	-23	-2	15	-2	-1.1	-3
COc1ccc(/C=C2\SC(=S)N(c3cccnc3)C2=O)cc1	-21	-3	-1	-2	24	18	2.3	-3
CC(C)C(=O)Nc1cccc(C(=O)NCc2ccc3c(c2)OCO3)c1	1	1	-8	-4	12	8	-0.3	28
O=C(CCn1nnc2ccccc2c1=O)N[C@@H](Cc1ccccc1)C(=O)O	6	1	22	-4	-4	2	0.5	8

(more compounds)
SMILES	APJ antagonist	UPR XBP1 act	Mdm2 MdmX PPI	APJ ag	697 NFkB inh	Jurkat NFkB inh	CHOP UPR activ	tim23-1 inh
CC1CC(C)CN(c2ccc([N+](=O)[O-])cc2-c2nn[nH]n2)C1 (stereo not drawn)	1	0	9	-2	-2	5	1.7	6
CC1CC(C)CN(CC(O)COC2CC(C)CC(C)(C)C2)C1 (stereo not drawn)	6	0	1	-4	20	1	1.2	0
Cc1c(Cl)ccc2c1NC(=O)[C@]21[C@@H]2C(=O)N(Cc3ccccc3)C(=O)[C@@H]2[C@@H]2CCCN21	8	2	16	-1	13	18	1.7	35
CCOc1ccccc1NC(=O)CSc1nnc(-c2ccco2)n1Cc1ccco1	-19	1	5	-1	13	2	0.5	21
O=C(Cn1nnc2ccccc2c1=O)NCC1CCC(C(=O)O)CC1 (stereo not drawn)	-13	1	-6	-2	11	7	-0.2	-12
O=C(COc1ccc(Cl)c2cccnc12)N1CCOCC1	-4	-2	6	-3	9	-3	0.0	-12
Cc1ccc2c(CN(C)Cc3ccc(Cl)cc3)cc(=O)oc2c1	5	-2	9	-2	2	0	3.5	6
O=C(NC1CCCC1)C(c1ccncc1)N(C(=O)c1ccco1)c1ccccc1 (stereo not drawn)	-11	-3	-12	0	8	5	-1.4	14
Cc1cc(C(=O)COc2cccnc2[N+](=O)[O-])c(C)n1Cc1ccco1	-7	-2	27	-7	0	8	2.4	-3
Cc1ccnc(NC2CCCCC2)c1	12	-3	0	-2	-7	-21	3.0	2
COCCCNC(=O)c1cc(=O)n(Cc2ccc(Cl)cc2)c2ccccc12	-35	-3	-17	0	4	8	1.1	19
O=C(Nc1ccc(N2CCOCC2)cc1)c1cccc(S(=O)(=O)N2CCCC2)c1	3	-1	4	-3	12	1	0.6	-6
Cc1ccc(/C=C/C(=O)OC(C)C(=O)Nc2ccc(Cl)cn2)o1 (stereo not drawn)	13	1	8	-1	2	3	-0.2	18
Cc1cccc(N(C2C=CS(=O)(=O)C2)S(=O)(=O)c2ccccc2)c1 (stereo not drawn)	0	2	24	1	4	8	1.0	-5
Cc1nc(N2CCN(Cc3ccc4c(c3)OCO4)CC2)nc2c1C(=O)CC(c1ccco1)C2 (stereo not drawn)	-9	1	0	-2	11	-8	-2.9	13
Cn1cnnc1SCC(=O)N1CCc2ccccc21	-8	1	-20	2	9	14	0.1	3
Cc1nc(=O)cc(-c2ccccc2)n1-c1ccccc1	15	1	8	-2	4	-12	-1.0	11
O=C(NC1CCN(C(=O)N2c3ccccc3Sc3ccccc32)CC1)c1ccccc1F	-28	-4	14	0	-25	-19	4.6	16
CC(OC(=O)c1ccc(Cl)nc1)C(=O)NC1(C#N)CCCCC1 (stereo not drawn)	16	0	7	-2	-8	-1	0.0	-6
COc1cccc2cc(C(=O)N3CCN(C45CC6CC(CC(C6)C4)C5)CC3)c(=O)oc12	9	-1	4	-4	23	-2	1.5	8
CCc1nnc(NC(=O)CSc2nc3ccccc3c(=O)n2CCCOC)s1	16	0	-4	0	7	-5	1.6	-4
Cn1nnnc1Sc1ncnc2scc(-c3ccccc3)c12	13	-1	78*	-5	9	-10	-0.3	-7
